Screening results: PubChem, several laboratories
AID2073 = inhibitors of Mint1-CaV2.2 protein interaction, biochemical, HTRF (AID 2073); HTRF protein-protein interaction, Mint1-CaV2.2; higher % means a stronger effect; one-dose inhibition, % at 20 µM; IC50 in µM for titrated hits; 290,000 compounds, 0.19% hits; in the data active means inhibition mostly above about 51%, no sharp cut-off; inconclusive means no clear call, values can overlap the other calls; inactive means mostly below about 53%; further: some results filed as inactive read as strong as hits
GPR55 antagonists = inhibition of LPI-stimulated GPR55 beta-arrestin translocation – imaging, U2OS, beta-arrestin-GFP, LPI agonist, primary screen (AID 2013); 290,000 compounds, 0.13% hits; one-dose inhibition, % at 10 µM; IC50 in µM for titrated hits; U2OS GPR55 beta-arrestin-GFP translocation imaging, LPI antagonism; higher % means a stronger effect;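 active means spots per cell inhibited over 60%, with over 100 cells counted and total cytoplasm intensity under 500,000; inconclusive means wells with under 100 cells, flagged as likely toxic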;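 further: U2OS cells stably carrying GPR55 and arrestin-GFP stimulated by 5 µM LPI near EC80; imaged beta-arrestin-GFP aggregate spots per cell after agonist stimulation; plate controls were LPI-stimulated DMSO wells for no effect and DMSO wells without LPI for full effect; some results filed as inactive read as strong as hits; confirmed hits need IC50 under 10 µM and bright autofluorescent wells are also inconclusive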
GPR35 arrestin U2OS = GPR35 antagonists blocking zaprinast-driven arrestin recruitment, primary screen, imaging, U2OS, beta-arrestin-GFP, zaprinast agonist (AID 2058); U2OS GPR35 beta-arrestin-GFP translocation imaging, zaprinast antagonism; higher % means a stronger effect; inhibition, % at 10 µM, or IC50 in µM where a hit was titrated; 290,000 compounds, 0.052% hits;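 active means inhibition of at least 50% with at least 30 cells and total cytoplasm GFP at most 10,000,000; inconclusive means under 30 cells or total GFP of 10,000,000 plus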
GPR55 beta-arrestin = GPR55 agonists via beta-arrestin recruitment, primary screen, imaging, U2OS cells, beta-arrestin-GFP redistribution (AID 1961); U2OS GPR55 beta-arrestin-GFP redistribution imaging; higher % means a stronger effect; one-dose activation, % at 10 µM; EC50 in µM for titrated hits; 290,000 compounds, 0.048% hits;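 active means activation above 40% with more than 50 cells counted in the well; inconclusive means wells holding fewer than 50 cells, flagged as toxic or sparse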;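 further: U2OS osteosarcoma cells stably expressing GPR55 and beta-arrestin-GFP; plate controls were DMSO negative control for no effect and LPI positive control for full effect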
NTR1 ag = NTR1-driven beta-arrestin-GFP spot formation – imaging, U2OS cells, high content, primary screen (AID 493036) | P30989 | agonist mode | activation, % at 20 µM | 330,000 compounds, 0.17% hits;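 active means activation at or above 40% of the spot to cytoplasm intensity ratio, with at least 20 cells analyzed; inconclusive means wells under 20 cells, flagged as cytotoxic or low count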;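 further: 0% = DMSO without peptide and 100% = 100 nM NTR1 peptide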
Target sequence (P30989 whole entry, looked up): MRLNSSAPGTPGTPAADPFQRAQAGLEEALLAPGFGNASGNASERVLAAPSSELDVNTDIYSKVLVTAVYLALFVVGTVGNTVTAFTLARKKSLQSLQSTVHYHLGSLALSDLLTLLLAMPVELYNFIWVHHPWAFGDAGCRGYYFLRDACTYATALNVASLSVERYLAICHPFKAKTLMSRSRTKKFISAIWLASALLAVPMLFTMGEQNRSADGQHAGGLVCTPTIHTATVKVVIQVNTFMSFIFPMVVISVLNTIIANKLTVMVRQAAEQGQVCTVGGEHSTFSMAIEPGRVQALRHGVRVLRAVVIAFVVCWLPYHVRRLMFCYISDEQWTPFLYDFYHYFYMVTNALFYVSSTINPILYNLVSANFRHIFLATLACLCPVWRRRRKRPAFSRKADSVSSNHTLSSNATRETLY
SIAH1 antagonists = Siah-1 peptide-binding antagonists, primary screen, biochemical, fluorescence polarization, rhodamine-plectin, uHTS (AID 1817) | Siah-1 / rhodamine-plectin peptide fluorescence polarization; higher % means a stronger effect | one-dose displacement, % at 20 µM; IC50 in µM for titrated hits | 290,000 compounds, 0.02% hits;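 active means displacement of at least 50% at 20 µM, with a fluorescence ratio check between 0.3 and a set limit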;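 further: plate controls were Siah plus tracer with DMSO for no effect and tracer alone without Siah for full effect; strong numbers were not always called active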
HIV peptide binding = inhibitors of HIV fusion peptide binding, primary screen, biochemical, uHTS, fluorescence dequenching (AID 1986); cell-free peptide binding, fluorescence dequenching, 30 min; higher % means a stronger effect; one-dose inhibition, % at 20 µM; IC50 in µM for titrated hits; 290,000 compounds, 0.3% hits; in the data active means inhibition mostly above about 52%, no sharp cut-off; inactive means mostly below about 76%; further: some results filed as inactive read as strong as hits
UTI89 phage lysis = protection from phage-mediated lysis, alamar blue read-out – E. coli UTI89, K1F phage, bacterial capsule biogenesis inhibitors (AID 488966). E. coli UTI89 K1F phage lysis, alamar blue, 2 h; higher % means a stronger effect. inhibition, % at 100 µM; hits with a dose series show IC50 in µM. 340,000 compounds, 0.02% hits;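 active means phage lysis inhibition, versus mean bacterial control, above a set limit; inconclusive means no clear call, values can overlap the other calls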;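 further: capsule biogenesis inhibitors block K1F phage lysis so surviving cells raise fluorescence; higher fluorescence means more inhibition of phage lysis; actives were called in the ten point dose series up to 300 µM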
Dengue-2 NS5 capping = flavivirus cap methylation enzyme inhibition – biochemical, confirmation dose response, primary screen (AID 588689); inhibition, % at 25 µM, or IC50 in µM where a hit was titrated; Dengue-2 NS5 methyltransferase capping enzyme assay, biochemical; higher % means a stronger effect; 340,000 compounds, 0.3% hits; in the data active means a potency from the dose series; inconclusive means inhibition above about 29% without an active follow-up result
NTR1 ag cell count 20 µM = also measured in NTR1 ag; calls as there; cell count; measured here: cell count, cytotoxicity flag
The depositor's hits bear a star; u = inconclusive; [ ] = another dose, or the depositor's remark.

SMILES	AID2073	GPR55 antagonists	GPR35 arrestin U2OS	GPR55 beta-arrestin	NTR1 ag	NTR1 ag cell count 20 µM	SIAH1 antagonists	HIV peptide binding	UTI89 phage lysis	Dengue-2 NS5 capping
Cc1cc(C)n(-c2ccc(NC(=O)C3CCCCN3C(=O)c3cc(C)oc3C)cc2)n1 (configuration not stated)	-10%	-2%	-6%	0.2%	-0.5	54	-7%	1.7%	0.0%	-8%
COc1cc(CN2CCc3ccccc3C2)ccc1O	-1%	9%	8%	-0.1%	-0.3	72	16%	-0.2%	0.5%	-9%
COc1ccc(N=C2C(=Nc3ccc(OC)cc3)N(c3ccc(N(C)C)cc3)C(=S)N2c2ccc(OC)cc2)cc1	16%	10%	2%	-0.1%	1.3	34	2%	-1.6%	0.2%	0%
CCOC(=O)c1c(C)c(C#N)c2c3ccccc3ccn12	20%	2%	-14%	0.3%	12	33	-2%	-1.5%	0.0%	-1%
C=CCN(CC=C)C(=O)Cc1ccc(F)cc1	-1%	3%	-11%	0.0%	3.1	69	2%	2.6%	0.4%	-2%
Cc1cccc(C(=O)O/N=C(\N)c2ccc(Cl)cc2)c1	8%	9%	4%	-0.2%	0.0	48	9%	1.0%	0.0%	-2%
CCOC(=O)CNc1nc(OCC#N)nc(N2CCOCC2)n1	3%	7%	-15%	-0.1%	2.7	46	2%	5.5%	0.4%	5%
CNc1nc(Nc2ccc(C)c(Cl)c2)c2cnn(C)c2n1	29%	-7%	-28%	1.2%	7.1	84	-7%	-0.9%	-2.8%[50 µM]	-6%
O=C(/C(=N/O)n1cncn1)c1ccccc1Cl	2%	9%	-2%	-0.2%	-0.2	44	7%	1.1%	-0.1%	-2%
CCOc1ccc(S(=O)(=O)NCCOC)cc1C	-5%	-2%	4%	-0.1%	-0.9	64	1%	-4.2%	11%	-7%
O=C1CCCN1CCC1CCN(C2CC(=O)N(Cc3ccc(N4CCCC4=O)cc3)C2=O)CC1 (configuration not stated)	2%	-2%	-7%	-0.1%	1.4	45	1%	0.5%	0.2%	-2%
Cc1cc2ncn(C(=O)c3c(-c4ccccc4Cl)noc3C)c2cc1C	1%	6%	9%	0.3%	5.1	76	2%	26%	0.2%	3%
Cc1cccc(-n2ccnc2SCC(=O)Nc2ccc3c(c2)OCCO3)c1	0%	1%	-12%	0.2%	0.9	51	5%	0.7%	-0.3%	1%
CC(C)(C)c1ccc(C(=O)N2CCC(C(=O)NCC3CCCO3)CC2)cc1 (configuration not stated)	1%	5%	7%	0.0%	7.9	87	-5%	0.0%	0.7%	-12%
CCSc1cc(N2CCCC2)nc(-c2cccc(C)c2)n1	2%	11%	-3%	0.0%	9.7	75	-2%	-1.7%	1.9%	3%
Cc1cc([N+](=O)[O-])nn1CC(=O)NNC(=S)Nc1ccc(F)cc1	-21%	14%	-5%	0.2%	0.3	76	1%	-3.2%	1.7%	-2%
COc1ccc(OC)c2sc(Cl)nc12	17%	0%	-4%	0.6%	-0.4	53	-7%	1.2%	0.2%	-2%
Cc1ccccc1/C=N/Nc1ncnc2nc[nH]c12	0%	1%	-2%	-0.1%	3.1	43	10%	-0.1%	0.2%	6%
COC(=O)CSc1nc(NC(C)C)nc(N2CCOCC2)n1	u	-8%	-9%	-0.4%	-1.5	60	-5%	0.3%	5.3%	4%
CCOc1ccc(NC(=O)C2CCC(CNc3c(N4CCOCC4)c(=O)c3=O)CC2)cc1 (configuration not stated)	6%	3%	-12%	-0.2%	4.6	47	1%	2.0%	0.5%	8%
Cc1cccc(C)c1NC(=O)c1sc(N)nc1-c1ccccc1	3%	-1%	-3%	0.1%	-1.1	37	0%	0.5%	-2.2%	-9%
Cc1cccc(-n2nnc(C(=O)NCc3ccccc3)c2N)c1	-9%	-6%	-1%	-0.2%	-0.8	84	4%	-0.8%	0.2%	1%
COc1ccc(CCC(=O)NCc2cn3ccc(C)cc3n2)cc1	2%	4%	14%	0.3%	2.0	88	-2%	9.9%	-1.4%	-3%
COc1cccc(N2CCN(c3ccc4nnc(CCC(=O)Nc5ccc(F)cc5)n4n3)CC2)c1	4%	12%	8%	-0.2%	1.7	63	-1%	-3.4%	-0.1%	-4%
C=CCn1cc(C(=O)OC)c(=O)c2cc(S(=O)(=O)N(CC)CC)ccc21	-3%	3%	-1%	-0.1%	-0.3	53	-5%	1.1%	0.2%	-1%
The listing continues:
SMILES	AID2073	GPR55 antagonists	GPR35 arrestin U2OS	GPR55 beta-arrestin	NTR1 ag	NTR1 ag cell count 20 µM	SIAH1 antagonists	HIV peptide binding	UTI89 phage lysis	Dengue-2 NS5 capping
CC(C)(C)c1cc(CCC(=O)NN)cc(C(C)(C)C)c1O	-6%	2%	-2%	0.2%	2.9	45	3%	-1.4%	0.0%	-4%
O=C(Nc1ccc(Cl)cc1)c1cc(-c2cccs2)on1	18%	17%	-5%	-0.2%	0.9	62	32%	-2.4%	-0.1%	-4%
CCN(CC)CCN(C(=O)c1ccccc1OC)c1nc2ccc(F)cc2s1	13%	6%	3%	-0.6%	-0.3	66	12%	1.5%	0.3%	-6%
O=C(COC(=O)COc1ccc2ccccc2c1)NC1CCCc2ccccc21 (configuration not stated)	1%	11%	16%	0.1%	-1.5	98	3%	-0.1%	0.7%[50 µM]	1%
C/C(=N\Nc1ccc([N+](=O)[O-])cc1[N+](=O)[O-])c1ccc(-n2nncc2C(C)(C)C)cc1	10%	49%	16%	-0.1%	2.8	47	0%	-2.0%	-5.0%	-2%
CC(=O)Oc1ccccc1N1C(=O)c2ccc(C(=O)O)cc2C1=O	-4%	1%	-13%	0.0%	-0.2	77	2%	7.5%	0.1%	-1%
CCOC(=O)C1(CCOC)CCN(C2C3CC4CC(C3)CC2C4)CC1 (configuration not stated)	0%	-6%	14%	0.1%	-1.9	25	-2%	0.0%	-0.7%	-5%
Cn1c(CCNS(=O)(=O)c2ccc(F)cc2)nnc1SCc1cccnc1	10%	0%	18%	-0.2%	-0.4	44	-2%	-0.3%	0.0%	-6%
O=S(=O)(c1cccc(COc2ccc(Cl)cc2Cl)c1)N1CCOCC1	7%	9%	-8%	-0.1%	7.0	55	-1%	0.8%	0.2%	-5%
CC(C)c1c(C(=O)N/N=C/c2ccc(C(F)(F)F)cc2)nnn1-c1nonc1N	47%	0%	15%	-0.1%	13	58	-4%	0.7%	0.1%	3%
CCOC(=O)N1CCC(NC(=O)C(NS(=O)(=O)c2ccc3c(c2)CCN3C(C)=O)C(C)C)CC1 (configuration not stated)	1%	-6%	12%	-0.1%	2.5	52	-3%	-0.5%	4.4%	5%
COc1ccc(N2C(=O)NC3CC2(C)Oc2ccccc23)cc1OC (configuration not stated)	12%	15%	10%	-0.2%	0.0	57	3%	0.0%	1.4%	-4%
O=C(c1ccc(N2C(=O)CCC2=O)cc1)N1CCOCC1	-7%	-1%	2%	0.3%	0.7	43	2%	-1.8%	0.0%[50 µM]	-2%
O=C(CCC1CCCN(C(=O)c2ccoc2)C1)NCc1ccccc1F (configuration not stated)	-5%	-2%	-6%	-0.2%	-1.1	74	-7%	0.1%	0.4%	-5%
CCOC(=O)c1c(C)[nH]c(C(=O)OCC(=O)Nc2cc(Cl)ccc2OC)c1C	8%	6%	15%	0.0%	6.7	76	0%	17%	1.4%	-5%
Cn1nc(C(=O)NCC2CCCO2)c2ccccc2c1=O (configuration not stated)	-2%	-1%	1%	-0.1%	1.4	76	2%	0.9%	-2.2%	-9%
COc1ccc(-n2c(CNc3ccc(C)cc3)nnc2SCC(=O)Nc2nc(-c3ccccc3)cs2)cc1	-1%	16%	-2%	0.0%	1.4	65	2%	-3.4%	0.3%	-1%
CCOc1ccccc1NC(=O)NCCc1c[nH]c2ccccc12	0%	6%	-1%	-0.1%	0.8	45	-4%	0.1%	-0.1%	-9%
COC(=O)c1ccc(NC(=S)NNC(=O)CC(C)C)cc1	-19%	-6%	5%	0.1%	-1.0	77	-2%	-3.8%	3.6%	1%
COC(=O)c1c(C)nc2ccccc2c1C(=O)O	0%	5%	-4%	0.3%	-0.9	78	2%	0.0%	0.6%	-13%
Cc1c(C(=O)N(C)C2CCCCC2)sc2ncnc(N3CCN(c4ccccc4F)CC3)c12	12%	3%	-5%	0.3%	16	54	0%	-2.1%	0.2%	-5%

Part of the list above in a different format.
SMILES | AID2073 | GPR55 antagonists | GPR35 arrestin U2OS | GPR55 beta-arrestin | NTR1 ag | NTR1 ag cell count 20 µM | SIAH1 antagonists | HIV peptide binding | UTI89 phage lysis | Dengue-2 NS5 capping
O=C(Nc1ccc(Cl)cc1)c1cc(-c2cccs2)on1 | 18% | 17% | -5% | -0.2% | 0.9 | 62 | 32% | -2.4% | -0.1% | -4%
CCN(CC)CCN(C(=O)c1ccccc1OC)c1nc2ccc(F)cc2s1 | 13% | 6% | 3% | -0.6% | -0.3 | 66 | 12% | 1.5% | 0.3% | -6%
O=C(COC(=O)COc1ccc2ccccc2c1)NC1CCCc2ccccc21 (configuration not stated) | 1% | 11% | 16% | 0.1% | -1.5 | 98 | 3% | -0.1% | 0.7%[50 µM] | 1%
C/C(=N\Nc1ccc([N+](=O)[O-])cc1[N+](=O)[O-])c1ccc(-n2nncc2C(C)(C)C)cc1 | 10% | 49% | 16% | -0.1% | 2.8 | 47 | 0% | -2.0% | -5.0% | -2%
CC(=O)Oc1ccccc1N1C(=O)c2ccc(C(=O)O)cc2C1=O | -4% | 1% | -13% | 0.0% | -0.2 | 77 | 2% | 7.5% | 0.1% | -1%
CCOC(=O)C1(CCOC)CCN(C2C3CC4CC(C3)CC2C4)CC1 (configuration not stated) | 0% | -6% | 14% | 0.1% | -1.9 | 25 | -2% | 0.0% | -0.7% | -5%
Cn1c(CCNS(=O)(=O)c2ccc(F)cc2)nnc1SCc1cccnc1 | 10% | 0% | 18% | -0.2% | -0.4 | 44 | -2% | -0.3% | 0.0% | -6%
O=S(=O)(c1cccc(COc2ccc(Cl)cc2Cl)c1)N1CCOCC1 | 7% | 9% | -8% | -0.1% | 7.0 | 55 | -1% | 0.8% | 0.2% | -5%
CC(C)c1c(C(=O)N/N=C/c2ccc(C(F)(F)F)cc2)nnn1-c1nonc1N | 47% | 0% | 15% | -0.1% | 13 | 58 | -4% | 0.7% | 0.1% | 3%
CCOC(=O)N1CCC(NC(=O)C(NS(=O)(=O)c2ccc3c(c2)CCN3C(C)=O)C(C)C)CC1 (configuration not stated) | 1% | -6% | 12% | -0.1% | 2.5 | 52 | -3% | -0.5% | 4.4% | 5%
